All columns: NCI-60 one-dose screen, growth in % after 48 h at 10 µM unless noted; 100 = growth as untreated, 0 = no growth, -100 = all killed.
SF-295 – SF-295 CNS cancer cells | 5.6% of 79,000 active
PC-3 – PC-3 prostate cancer cells. AID 1794754. 3.9% of 80,000 active
TK-10 – TK-10 renal cancer cells. 3.9% of 81,000 active. AID 1794769
DU-145 – DU-145 prostate cancer; 4.2% of 81,000 active; AID 1794760
UO-31 – UO-31 renal cancer. 5.2% of 81,000 active. AID 1794768
SF-539 – SF-539 CNS cancer | AID 1794752 | 6.8% of 81,000 active
U251 – U251 CNS tumor cells | 5.4% of 80,000 active
SN12C – SN12C renal cancer cells; 3.8% of 81,000 active; AID 1794767
786-0 – 786-0 renal cancer cells; 5.1% of 81,000 active
* hit, by the source's call; & = joins results of further samples. The calls were made as follows: active = growth percent below 10; inactive = the rest.

COc1ccc(OC)c(-c2c(C#N)c(-c3ccco3)nc3c2c(-c2ccccc2)nn3-c2ccccc2)c1 was read as SF-295 99, PC-3 84, TK-10 98, DU-145 102, UO-31 84, SF-539 93, U251 103, SN12C 95 and 786-0 100.
For O=C(O)c1ccc(Nc2ccnc(SCC(=O)c3ccc(Cl)cc3)n2)cc1 the results were SF-295 105, PC-3 97, TK-10 109, DU-145 112, UO-31 83, SF-539 98, U251 96, SN12C 100 and 786-0 100.
Screening COc1ccc2cc(C(C)C(=O)Nc3ccc(S(=O)(=O)Nc4ncccn4)cc3)ccc2c1 (stereo not drawn) returned SF-295 109, PC-3 96, TK-10 119, DU-145 114, UO-31 85, SF-539 103, U251 100, SN12C 124 and 786-0 98.
Screening CCCNC(=O)Oc1ccc(/C(=C(/C)Cc2ccc(OC)cc2)c2ccc(OCCN(C)C)cc2)cc1 returned SF-295 101, PC-3 77, TK-10 80, DU-145 97, UO-31 71, SF-539 92, U251 71, SN12C 78 and 786-0 78.
Oc1ccc(/C=N/N=C(/c2ccccc2)c2ccc3nc(-c4ccc(Cl)cc4)[nH]c3c2)cc1 was read as SF-295 80, PC-3 51, TK-10 86, DU-145 82, UO-31 75, SF-539 92, U251 75, SN12C 87 and 786-0 68.
CNCC(N)=O was read as SF-295 67, PC-3 56, DU-145 97, UO-31 55, SF-539 94, U251 80, SN12C 76 and 786-0 80.
Cn1c(S)c(N=Nc2ccc(S(=O)(=O)Nc3nccs3)cc2)sc1=O was read as SF-295 99, PC-3 88, TK-10 112, DU-145 100, UO-31 80, SF-539 96, U251 97 and SN12C 92.
Screening CC/C(=C(\CC)c1cc(C)c(O)c(C)c1)c1ccccc1 returned SF-295 95, PC-3 92, TK-10 97, DU-145 107, UO-31 88, SF-539 94, U251 89 and 786-0 96.
`O=C(O)c1c(-c2ccccc2)cnc2ccccc12` gave PC-3 105, TK-10 101, DU-145 112, UO-31 93, SF-539 97, U251 99, SN12C 94 and 786-0 103.
For Cc1ccc2c(c1)=C/C(=C\N(O)c1ccccc1)C(=O)N=2 the results were SF-295 101, PC-3 80, TK-10 107, DU-145 103, UO-31 86, SF-539 101, U251 98, SN12C 88 and 786-0 101.
`NS(=O)(=O)c1ccc(NC(=O)CSc2ccc(-c3ccccc3)nn2)cc1` gave SF-295 88, PC-3 107, TK-10 106, DU-145 104, UO-31 75, SF-539 67, U251 62, SN12C 89 and 786-0 48.
Screening CCC1(C(=O)c2ccccc2)C(C(=O)OC)=NC(=S)N=C1C(=O)OC returned SF-295 104, PC-3 103, TK-10 107, DU-145 113, UO-31 81, SF-539 99, U251 104, SN12C 97 and 786-0 106.
`COc1cc(/C=C2\Oc3cc(OCCN4CCC(Cc5ccccc5)CC4)ccc3C2=O)cc(OC)c1` gave SF-295 94, PC-3 86, TK-10 99, DU-145 98, UO-31 70, SF-539 97, U251 92, SN12C 86 and 786-0 89.
Cc1cccc(N2C(=O)/C(=C/C(Cl)=C/c3ccc([N+](=O)[O-])cc3)SC2=S)c1C was read as SF-295 22, PC-3 8.4*, TK-10 -9.7*, DU-145 27, UO-31 -73*, SF-539 -3.2*, U251 4.7*, SN12C -13* and 786-0 1.6*.
`N#C/C(=C\c1ccc(-c2cccc(Cl)c2)o1)c1ccc(F)cc1` gave SF-295 102, PC-3 88, TK-10 165, DU-145 112, UO-31 75, SF-539 100, U251 102, SN12C 102 and 786-0 104.

Grouped by structure, those above containing a cyano group
COc1ccc(OC)c(-c2c(C#N)c(-c3ccco3)nc3c2c(-c2ccccc2)nn3-c2ccccc2)c1 was read as SF-295 99, PC-3 84, TK-10 98, DU-145 102, UO-31 84, SF-539 93, U251 103, SN12C 95 and 786-0 100.
`N#C/C(=C\c1ccc(-c2cccc(Cl)c2)o1)c1ccc(F)cc1` gave SF-295 102, PC-3 88, TK-10 165, DU-145 112, UO-31 75, SF-539 100, U251 102, SN12C 102 and 786-0 104.

(more compounds)
For CN1CCN(c2ccc(C(=O)/C=C/c3ccc(Br)cc3)cc2)CC1 the results were SF-295 35, PC-3 34, TK-10 38, DU-145 33, UO-31 19, SF-539 -35*, U251 -76*, SN12C 14 and 786-0 20.
Screening O=C(COc1cccc(/C=C2\Oc3ccc4ccccc4c3C2=O)c1)c1ccc([N+](=O)[O-])cc1 returned SF-295 117, PC-3 76, TK-10 100, UO-31 -42*, SF-539 46, U251 94, SN12C 98 and 786-0 103.
Screening Cc1cccc(NC(=O)C2=NCCCCN2)c1 returned SF-295 107, PC-3 99, TK-10 106, DU-145 112, UO-31 85, SF-539 102, U251 102, SN12C 103 and 786-0 110.
Screening COc1ccc(/C=c2\c(=O)n(-c3ccccc3)c3nn4c(=O)c(=O)[nH]nc4n23)cc1 returned PC-3 102, TK-10 133, DU-145 115, UO-31 83, SF-539 103, U251 112, SN12C 108 and 786-0 108.
For COc1cc2c(Nc3ccc(NC(=O)Nc4ccc(Cl)c(C(F)(F)F)c4)c(Cl)c3)ncnc2cc1OCCCN1CCN(C)CC1 the results were SF-295 -67*, PC-3 -25*, TK-10 20, DU-145 2.8*, UO-31 55, SF-539 -78*, U251 -89*, SN12C 19 and 786-0 6.3*.
For CC1=CC(=C2C=C(C)C(=O)C(C)=C2)C=C(C)C1=O the results were SF-295 105, PC-3 81, TK-10 99, UO-31 66, SF-539 99, U251 100, SN12C 79 and 786-0 105.
Cc1cccc(-c2nc(Nc3ccc(S(N)(=O)=O)cc3)c3ccccc3n2)c1 was read as SF-295 93, PC-3 113, TK-10 85, DU-145 109, UO-31 91, SF-539 101, U251 93, SN12C 99 and 786-0 94.
For O=c1[nH]c2ccccc2cc1CSc1ccc(Nc2nccc(-c3ccc(Cl)cc3)n2)cc1 the results were SF-295 -91*, PC-3 8.6*, TK-10 -64*, DU-145 -52*, UO-31 -70*, SF-539 -89*, U251 -72*, SN12C -48* and 786-0 -80*.
Screening COc1cc(/C=C/c2cc(/C=C/c3ccc(O)c(OC)c3)n(C(=O)Nc3ccc(F)c(Cl)c3)n2)ccc1O returned SF-295 -55*, PC-3 -14*, TK-10 24, DU-145 -12*, UO-31 -17*, SF-539 -17*, U251 -1.6*, SN12C 2.1* and 786-0 -33*.
CCOC(=O)N1CCN(c2oc(-c3ccc(Cl)cc3)nc2C#N)CC1 was read as SF-295 104, PC-3 100, DU-145 104, UO-31 74, SF-539 95, U251 108, SN12C 101 and 786-0 95.
COc1ccc(C2=NN(C(C)=O)C(c3ccc(Oc4nc5c(c(=O)n(C)c(=O)n5C)n4C)c(OC)c3)C2)cc1 (stereo not drawn) was read as SF-295 99, PC-3 104, TK-10 117, DU-145 94, UO-31 93, SF-539 99, U251 97, SN12C 85 and 786-0 111.
`CC(=O)c1c(C)nc(-c2ccc(F)cc2)nc1-c1cccc(Oc2ccccc2)c1` gave SF-295 102, PC-3 86, TK-10 105, DU-145 89, UO-31 85, SF-539 105, U251 97, SN12C 103 and 786-0 97.
Screening COc1ccc(CCN2C(=O)/C(=C/C3=Cc4ccccc4OC3)SC2=S)cc1 returned SF-295 102, PC-3 99, TK-10 100, DU-145 114, UO-31 95, SF-539 102, U251 107, SN12C 108 and 786-0 95.
Screening CC(=O)Nc1ccc(/C=C/C(=O)c2ccc([N+](=O)[O-])cc2)cc1 returned SF-295 113, PC-3 83, TK-10 113, DU-145 118, UO-31 92, SF-539 104, U251 91, SN12C 83 and 786-0 104.
For O=C1c2[nH]cc(CN[C@@H]3CCCN3)c2C(=O)c2c1c(O)c1ccccc1c2O the results were SF-295 70, PC-3 -95*, TK-10 -89*, DU-145 -99*, UO-31 -31*, SF-539 -94*, U251 -99*, SN12C -32* and 786-0 -83*.

A draw from above in order of SMILES length, ascending.
Screening Cc1cccc(NC(=O)C2=NCCCCN2)c1 returned SF-295 107, PC-3 99, TK-10 106, DU-145 112, UO-31 85, SF-539 102, U251 102, SN12C 103 and 786-0 110.
Screening CC/C(=C(\CC)c1cc(C)c(O)c(C)c1)c1ccccc1 returned SF-295 95, PC-3 92, TK-10 97, DU-145 107, UO-31 88, SF-539 94, U251 89 and 786-0 96.
For Cc1ccc2c(c1)=C/C(=C\N(O)c1ccccc1)C(=O)N=2 the results were SF-295 101, PC-3 80, TK-10 107, DU-145 103, UO-31 86, SF-539 101, U251 98, SN12C 88 and 786-0 101.
`N#C/C(=C\c1ccc(-c2cccc(Cl)c2)o1)c1ccc(F)cc1` gave SF-295 102, PC-3 88, TK-10 165, DU-145 112, UO-31 75, SF-539 100, U251 102, SN12C 102 and 786-0 104.
Cn1c(S)c(N=Nc2ccc(S(=O)(=O)Nc3nccs3)cc2)sc1=O was read as SF-295 99, PC-3 88, TK-10 112, DU-145 100, UO-31 80, SF-539 96, U251 97 and SN12C 92.
Cc1cccc(-c2nc(Nc3ccc(S(N)(=O)=O)cc3)c3ccccc3n2)c1 was read as SF-295 93, PC-3 113, TK-10 85, DU-145 109, UO-31 91, SF-539 101, U251 93, SN12C 99 and 786-0 94.
Screening CCCNC(=O)Oc1ccc(/C(=C(/C)Cc2ccc(OC)cc2)c2ccc(OCCN(C)C)cc2)cc1 returned SF-295 101, PC-3 77, TK-10 80, DU-145 97, UO-31 71, SF-539 92, U251 71, SN12C 78 and 786-0 78.
COc1ccc(C2=NN(C(C)=O)C(c3ccc(Oc4nc5c(c(=O)n(C)c(=O)n5C)n4C)c(OC)c3)C2)cc1 (stereo not drawn) was read as SF-295 99, PC-3 104, TK-10 117, DU-145 94, UO-31 93, SF-539 99, U251 97, SN12C 85 and 786-0 111.

Further results.
Screening O=C(Nc1cccc(NC(=O)c2cc(S(=O)(=O)Nc3cccc(Cl)c3)c(O)c(O)c2O)c1)c1cc(S(=O)(=O)Nc2cccc(Cl)c2)c(O)c(O)c1O returned SF-295 93, PC-3 108, TK-10 92, DU-145 101, UO-31 92, SF-539 91, U251 104, SN12C 100 and 786-0 99.
`NC(=O)OCCOCCOC(N)=O` gave SF-295 100, PC-3 95, TK-10 93, DU-145 108, UO-31 90, SF-539 96, U251 100, SN12C 100 and 786-0 104.
For Cc1cc(O)c(/C=N/C(N)=S)c(=O)o1 the results were SF-295 106, PC-3 97, TK-10 101, UO-31 97, SF-539 110, U251 98, SN12C 98 and 786-0 107.
For NC1=NNC(c2cccc(O)c2)C1c1ccc(Cl)cc1 (stereo not drawn) the results were SF-295 95, PC-3 84, TK-10 123, DU-145 120, UO-31 69, SF-539 104, U251 103, SN12C 109 and 786-0 106.
`Cn1c(NN)nc2ccccc2c1=O` gave SF-295 107, PC-3 95, TK-10 118, UO-31 93, SF-539 104, U251 101, SN12C 101 and 786-0 110.
For O=C1NC(=O)C(c2ccccc2)O1 (stereo not drawn) the results were PC-3 102, TK-10 101, DU-145 119, UO-31 88, SF-539 96, U251 101, SN12C 103 and 786-0 90.
Screening c1ccc(CN2C(c3ccccc3)=Nc3ccccc3C2c2c[nH]c3ccccc23)cc1 (stereo not drawn) returned SF-295 46, PC-3 30, TK-10 46, DU-145 85, UO-31 25, SF-539 58, U251 36, SN12C 36 and 786-0 47.
NS(=O)(=O)c1ccc(N/C=C/C(=O)c2ccc(F)cc2)cc1 was read as SF-295 99, PC-3 110, TK-10 102, DU-145 106, UO-31 96, SF-539 99, U251 104, SN12C 101 and 786-0 97.
`O=C/C=C/C1CC=CCC1` (stereo not drawn) gave SF-295 84, PC-3 67, TK-10 90, DU-145 107, UO-31 83, SF-539 93, U251 98, SN12C 95 and 786-0 97.
O=S(=O)(O)SCc1ccccc1CSS(=O)(=O)O was read as PC-3 99, TK-10 110, DU-145 118, UO-31 67, SF-539 104, U251 100, SN12C 105 and 786-0 100.
c1ccc2[nH]ncc2c1 was read as SF-295 91&104, PC-3 125&81, TK-10 107&94, DU-145 114&111, UO-31 87&82, SF-539 102&100, U251 105&104, SN12C 103&102 and 786-0 98&103.
`C=C(C)[C@@H]1CC[C@]2(C(=O)O)CC[C@]3(C)[C@H](CC[C@@H]4[C@@]5(C)C/C(=C/c6ccc(OC)cc6)C(=O)C(C)(C)[C@@H]5CC[C@]43C)[C@@H]12` gave SF-295 12, PC-3 16, TK-10 25, DU-145 34, UO-31 13, SF-539 22, U251 25, SN12C 18 and 786-0 25.
COc1ncc(-c2ccc3nccc(-c4ccnnc4)c3c2)cc1NS(=O)(=O)c1ccc(F)cc1F was read as SF-295 -27*, PC-3 -0.8*, TK-10 -45*, DU-145 11, UO-31 -26*, SF-539 -47*, U251 -62*, SN12C 16 and 786-0 4.2*.
For COc1ccccc1[C@H]1C(C(=O)c2ccc(Cl)cc2)C2(N[C@@H]1c1ccccc1)C(=O)Nc1ccccc12 (stereo partly drawn) the results were SF-295 -64*, PC-3 5.4*, TK-10 8.6*, DU-145 4.0*, UO-31 1.1*, SF-539 -61*, U251 -31*, SN12C -89* and 786-0 -15*.
`O=C1Cc2cccc3c2c(cn3Cc2ccccc2)-c2ccccc21` gave SF-295 94, PC-3 60, TK-10 117, DU-145 110, UO-31 54, SF-539 98, U251 74, SN12C 90 and 786-0 93.

High-throughput results deposited in PubChem by NCI.
